TCR CD3 inh – blocks the human TCR-CD3 interaction. TAMRA-labeled TCR probe fluorescence, biochemical. 0.37% of 360,000 active. inhibition, % at 9.4 µM; in the data active means inhibition above about 19%;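 further: recombinant mutant TCR 2C K166C tagged with TAMRA read by polarization; 0% = receptor in buffer alone and 100% = receptor with positive control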
HTRA1 inh – blocks human HTRA1 serine peptidase; Q92743; recombinant HTRA1, FP-rhodamine activity-based probe, fluorescence polarization; inhibition, % at 5.96 µM; 0.5% of 340,000 active; in the data active means inhibition above about 36%;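 further: 0% = enzyme with DMSO and 100% = wells lacking enzyme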
NR1D1 modulator – Rev-erb alpha (human) modulation; 0.79% of 370,000 active; activity, % at 10 µM; Rev-erbα–FITC-DNA binding, fluorescence polarization, 90 min;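 active means activity above about 14%, limit read from the data; passing the limit was not always enough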;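 further: 0% = DMSO wells with 35 nM protein and 100% = DMSO wells with 750 nM protein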
PRMT1 inh – inhibitors of human PRMT1. 1.3% of 370,000 active. recombinant PRMT1, activity-based probe fluorescence polarization. AID 652257. Q99873. inhibition, % at 2.79 µM;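 active means inhibition above about 21% made by adding two undisclosed values, limit read from the data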
Target sequence (Q99873 whole entry, looked up): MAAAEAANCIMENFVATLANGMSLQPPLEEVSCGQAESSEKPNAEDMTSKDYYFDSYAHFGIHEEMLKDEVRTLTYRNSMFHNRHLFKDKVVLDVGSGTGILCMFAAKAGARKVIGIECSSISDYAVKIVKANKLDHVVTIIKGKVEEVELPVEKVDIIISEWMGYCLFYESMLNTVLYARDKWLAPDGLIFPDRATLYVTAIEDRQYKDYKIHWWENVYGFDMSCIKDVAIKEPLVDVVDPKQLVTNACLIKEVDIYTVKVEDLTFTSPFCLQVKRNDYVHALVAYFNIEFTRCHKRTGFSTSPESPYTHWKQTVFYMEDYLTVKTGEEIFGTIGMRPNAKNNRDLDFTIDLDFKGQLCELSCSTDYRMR
LEDGF integ inh – blocks HIV-1 LEDGF/p75-dependent DNA integration; 0.64% of 370,000 active; AID 743269; TR-FRET IN-LEDGF/p75 DNA integration, Eu/Cy5; inhibition, % at 3.7 µM;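 active means inhibition above the screen-wide mean plus 3 SD, cut at about 13% in these data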;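 further: signal is the Cy5 over europium emission ratio at 671 and 618 nm; 0% = plate median of compound wells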
rCAG binder – binds r(CAG) RNA repeats | AID 651821 | 1.3% of 370,000 active | inhibition, % at 3 µM | r(CAG) RNA repeat, TO-PRO-1 dye displacement fluorescence;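 active means inhibition above the plate cutoff, the mean of all test compounds on that plate plus 3 SD, cut at about 35% in these data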;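 further: 0% = DMSO alone and 100% = 100 µM mitoxantrone as full dye displacement; higher means more dye released from RNA so lower well fluorescence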
MBD2 inh – blocks human MBD2 binding to methylated DNA; AID 686964; inhibition, % at 4.4 µM; TR-FRET, MBD2 binding to methylated oligonucleotide; 0.31% of 370,000 active; in the data active means inhibition above about 13%
Target sequence (Q9UBB5 whole entry, looked up): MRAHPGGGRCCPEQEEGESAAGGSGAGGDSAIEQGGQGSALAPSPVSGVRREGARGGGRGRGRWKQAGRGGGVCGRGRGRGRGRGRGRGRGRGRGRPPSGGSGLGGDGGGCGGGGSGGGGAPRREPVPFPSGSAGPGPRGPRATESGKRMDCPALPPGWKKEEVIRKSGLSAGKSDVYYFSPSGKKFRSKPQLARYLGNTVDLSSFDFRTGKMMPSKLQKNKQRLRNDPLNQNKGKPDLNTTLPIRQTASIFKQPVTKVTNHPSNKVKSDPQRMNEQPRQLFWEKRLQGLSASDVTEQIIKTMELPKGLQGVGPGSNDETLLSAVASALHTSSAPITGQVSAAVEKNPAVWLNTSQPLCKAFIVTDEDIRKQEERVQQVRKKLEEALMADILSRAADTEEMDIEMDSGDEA
PG9 Ab binder – PG9 antibody binding by small molecule; TR-FRET gp120-PG9 antibody binding; inhibition, % at 6.7 µM; 0.43% of 360,000 active; AID 624416; in the data active means inhibition above about 8.5%
mABHD4 FP – ABHD4 (mouse) inhibition, primary FP screen | purified mABHD4, FP-Rh probe fluorescence polarization | inhibition, % at 8.92 µM | 0.54% of 370,000 active | AID 720543;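 active means inhibition exceeding the mean over every tested compound plus 3 SD, cut at about 30% in these data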;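 further: 0% = plate median of compound wells and 100% = S159A mutant with DMSO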
Target sequence (Q8VD66 whole entry, looked up): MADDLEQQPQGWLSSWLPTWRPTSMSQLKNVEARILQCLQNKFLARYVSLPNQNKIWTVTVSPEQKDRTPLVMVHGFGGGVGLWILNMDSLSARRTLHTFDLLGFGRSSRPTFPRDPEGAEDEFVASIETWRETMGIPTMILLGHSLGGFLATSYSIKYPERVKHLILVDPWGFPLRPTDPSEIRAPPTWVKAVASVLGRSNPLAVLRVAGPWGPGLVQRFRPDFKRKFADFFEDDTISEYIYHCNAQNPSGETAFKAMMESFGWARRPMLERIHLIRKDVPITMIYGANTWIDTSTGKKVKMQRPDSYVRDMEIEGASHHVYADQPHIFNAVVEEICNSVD
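system = mouse ABHD4 enzyme, wild type | medium = HEPES pH 7.0, NaCl, Pluronic buffer | also added = FP-Rh probe | incubation = Enzyme–compound pre-incubation 45 min, then probe 60 min, both 25 °C | technique = fluorescence polarization, excitation 525 nm, emission 598 nm, BODIPY TMR filters | controls = S159A mutant high control, sample median low control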
UHRF1 binding – blocks human UHRF1 binding to methylated DNA; Q96T88; UHRF1 binding to methylated oligo, TR-FRET; inhibition, % at 4.4 µM; 0.75% of 370,000 active; AID 687016; in the data active means inhibition above about 21%;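 further: UHRF1 SRA domain binding a hemimethylated CpG hairpin DNA probe; 0% = median of test compound wells and 100% = reference inhibitor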
* marks the source's active call; other numbers are inactive results; · = not tested or not shown. Only part of the results is shown (hit frequency here may not be typical).

SMILES	TCR CD3 inh	HTRA1 inh	NR1D1 modulator	PRMT1 inh	LEDGF integ inh	rCAG binder	MBD2 inh	PG9 Ab binder	mABHD4 FP	UHRF1 binding
O=C(COC(=O)CNC(=O)c1ccccc1Cl)Nc1ncc(C(F)(F)F)cc1Cl	-1	3	4	-3	1	-3	-4	1.1	6	-5
Cc1ccc(C(C)C)c(OCCSc2nc3ccccc3n2CC(=O)O)c1	1	-3	5	-1	0	41*	-4	0.3	1	0
Nc1nonc1-n1nnc(C(=O)N/N=C/c2ccccc2)c1CSc1ccc(Cl)cc1	-2	-13	-1	-4	-2	0	4	-2.7	-7	5
CN(C)/C=C1/Oc2c(ccc3ccccc23)C1=O	5	-3	-7	-1	-2	0	-5	-2.9	-12	-6
Cc1nnsc1C(=O)N1CCC(CO)(Cc2ccccc2Cl)CC1	-4	-2	3	-3	3	-5	0	-0.5	-1	5
COCCNC(=O)C(C(=O)c1ccc(F)cc1)n1cc(C)ccc1=O (stereo not drawn)	0	2	·	-2	0	1	0	-2.6	-5	-1
O=[N+]([O-])c1cc(/C=N/O)ccc1SCc1ccccc1Cl	4	-55	2	0	-2	14	-3	-1.0	-18	-1
NC(=N\N=CCc1ccccc1)/C(N)=N/N=CCc1ccccc1	4	8	4	-5	-1	4	0	-1.9	9	0
COc1cc(C(=O)N=c2sccn2C)c([N+](=O)[O-])cc1OC	-10	0	0	4	-5	-1	3	-0.8	7	3
CCN(CC)C(=O)CCCC(=O)N(CC)CC	3	4	-5	3	2	-2	-3	-1.2	-11	-4
Cc1ccc2[nH]c(=O)c(C(c3nnnn3CC3CCCO3)N3CCOCC3)cc2c1 (stereo not drawn)	8	-3	-1	0	0	-1	0	-2.1	6	0
O=C(Nc1ccc(OCC(=O)N2CCOCC2)cc1)Nc1cccc(Cl)c1	1	5	1	-5	2	2	-1	-2.2	1	4
CCOC(=O)CSc1nnc(N)s1	1	6	-5	-4	1	-1	-7	-1.2	0	1
Cc1ccc(S(=O)(=O)Nc2cccc(C(=O)NCC(c3ccco3)N3CCCCC3)c2)cc1F (stereo not drawn)	-14	-18	-3	5	0	-2	6	2.3	-16	4
CCc1ccc(OCC(=O)OC(C)C(=O)NC2CC2)cc1 (stereo not drawn)	-2	5	-5	3	-2	-7	1	-2.2	4	2
O=[N+]([O-])c1ccccc1Nc1cccnc1	12	2	3	-2	-3	0	-13	1.7	-2	-7
CC1CCN(S(=O)(=O)c2ccc3c4c2CC(=O)N4CC(C)S3)CC1 (stereo not drawn)	3	4	3	-3	3	8	3	0.2	6	-6
CC(NC(=O)CN1CCN(C(=O)c2cccs2)CC1)c1ccc(F)cc1F (stereo not drawn)	-5	11	3	-9	7	-1	-2	-1.4	-4	2
CC1(C(=O)NS(=O)(=O)c2cccs2)CCN1C(=O)CCc1ccc(Cl)cc1Cl (stereo not drawn)	-1	·	6	-3	-1	22	-3	-0.4	12	0
Cc1ccc(C(=O)C(C)OC(=O)c2ccc(Cl)nc2)cc1 (stereo not drawn)	-3	0	-3	-1	-2	-3	1	-0.5	1	5
Cc1ccc2c(cnn2C(=O)CCC(=O)NCc2ccccc2Cl)c1	5	-1	1	2	2	10	4	1.5	11	-4
O=C(COc1ccc2c3c(c(=O)oc2c1)CCCC3)NC(Cc1ccc(Cl)cc1)C(=O)O (stereo not drawn)	2	-4	-5	7	-1	38*	4	0.4	-1	-1
COc1cccc(OC)c1C(=O)NNC(=O)c1cccnc1	3	·	-9	-5	4	2	0	-5.0	-1	2
Cc1ccc(CN2CCCCC(NC(=O)Nc3ccccc3F)C2=O)cc1 (stereo not drawn)	·	·	-1	1	1	3	-5	·	4	0
Cc1ccc(-c2nc3ncccc3o2)cc1NC(=O)c1cccnc1	-4	2	-1	3	-2	-2	1	-0.7	-2	4
Cc1ccc(S(=O)(=O)NC[C@@H]2C[C@H](c3ccccc3)ON2S(=O)(=O)c2ccc(C)cc2)cc1	·	·	1	1	-2	·	-4	·	-12	1
CCOc1ccc(C(=O)NC2CCN(CC(=O)NCc3ccccc3)CC2)cc1	0	6	0	2	-5	-4	0	-0.4	10	1
C=CC(=O)Nc1cccc(Oc2cc(Cl)nc3[nH]ccc23)c1	-14	-39	3	-1	4	8	2	0.1	-27	8
Clc1cccc(-c2nc3nc4ccccc4nc3n2Cc2ccco2)c1	-4	-32	-4	34*	1	6	5	-1.3	-17	10
Cc1ccc(S(=O)(=O)N(CC(=O)N2CCN(c3ccc(F)cc3)CC2)C2CCCCC2)cc1	2	-17	-2	0	1	-4	3	-0.9	-5	1
CN(C)C(=O)CSc1nnc(Cc2ccccc2)n1CC1CCCO1 (stereo not drawn)	8	2	1	-3	-3	1	2	1.4	0	-3
COc1ccc(/C=C/c2c(-c3cccc(C)c3)oc3ccc(-c4ccc5c(c4)OCO5)cc23)cc1	-4	·	-3	3	-1	17	9	0.8	-4	11
CSc1cccc(NC(=O)c2cc(S(=O)(=O)N3CCCCC3)c[nH]2)c1	2	-3	4	-1	-7	4	2	-163	-11	-5
O=C1CC(Nc2ccc3ccccc3c2)C(=O)N1Cc1ccccc1 (stereo not drawn)	4	-3	5	3	4	11	-10	-3.9	5	2
CCc1ccccc1N(CC)C(=O)C1CCN(c2ncnc3c2nc2n3CCCCC2)CC1	2	-2	9	4	-6	-2	-2	-0.8	-5	6
CCCC1CCC2(CCCN2CCOC(=S)Nc2ccccc2OC)CC1 (stereo not drawn)	·	·	-4	19	3	·	2	·	-7	6
Cc1c(C(=O)N(C)CCC#N)oc2ccc(S(=O)(=O)N3CCOCC3)cc12	6	1	6	-6	0	-2	6	-0.2	-5	-1
Oc1ccccc1/C=N/n1c(COc2ccccc2)n[nH]c1=S	-4	4	1	8	-8	11	6	-0.4	-11	3
COc1ccc(OCC(=O)N2CCN(S(=O)(=O)c3ccccc3[N+](=O)[O-])CC2)cc1	-1	2	-3	4	-9	2	1	-2.6	3	5
COC(=O)[C@H]1[C@H]2C[C@@H]3c4[nH]c5cc(OC)ccc5c4CCN3C[C@H]2C[C@@H](OC(=O)c2ccc(N)cc2)[C@@H]1OC	-8	9	-2	8	1	6	-4	-2.8	18	-2
CSc1cccc(NC(=O)CCc2ccccc2)c1	-4	0	-2	3	-4	-4	4	-1.5	2	2
COc1ccc(C)cc1-n1nnnc1SCc1nc2ccccc2s1	3	-28	7	-1	-4	-4	1	-1.2	-24	1
Cn1c(C(=O)O)c(CC(=O)NCc2cccnc2)c2ccccc21	5	0	-4	2	-2	-1	-6	-1.4	-6	-1
COc1ccc2cc(-c3cccnc3)ncc2c1	3	11	-1	-1	1	-1	5	-1.2	-9	-3
COC(=O)C(=C/C=C/c1ccco1)C(=O)OC	-4	4	-4	2	-4	0	0	-4.0	3	-4
O=C(NNC(=O)C1CC1c1ccccc1)c1ccccc1[N+](=O)[O-] (stereo not drawn)	-6	1	-3	2	0	-1	4	-1.4	-6	4
CCOC(=O)C1CCN(C2=C(NS(=O)(=O)c3ccc(Br)cc3)C(=O)c3ccccc3C2=O)CC1	-9	47*	6	7	3	7	-8	-3.7	45*	-7
Cn1cccc2[nH]c(=O)nc1-2	7	10	0	-2	1	-5	-1	-0.9	-2	17
CC(C)Cn1c(=O)c2c(nc3n2CC(C)CN3Cc2ccccc2)n(C)c1=O (stereo not drawn)	-9	5	4	3	-4	-9	4	-1.9	7	-2
Cc1ccc2nc(-c3cccc(Br)c3)c(Cc3ccsc3)n2c1	2	·	-3	-3	2	11	1	-0.7	0	15
c1ccc(CN(Cc2cccs2)C(c2cccs2)c2nnnn2C2CCCC2)cc1 (stereo not drawn)	5	-28	5	-4	4	1	-4	1.0	-4	-1
NC(=O)c1ccsc1NC(=O)C1CCCCC1	4	-2	-7	0	-2	3	0	0.8	3	1
CC1CCN(C(=O)c2cc(-c3ccc(Cl)c(Cl)c3)on2)CC1	1	2	-2	0	-4	-3	1	-1.8	-1	-3
CC(=O)NC(CC(=O)OC(C)C(=O)Nc1ncc(Cl)cc1Cl)c1ccccc1 (stereo not drawn)	11	8	-3	0	3	-2	-1	-3.0	-2	-1
Cc1ccc(/C(N)=N/OC(=O)Cc2ccccc2)cc1	-3	-6	-6	0	-2	4	8	0.2	-2	10
NC(=O)c1ccccc1NC(=O)Nc1cccc(Cl)c1Cl	0	-9	1	-2	0	-1	-5	-0.7	0	-4
O=C(O)c1ccc(NS(=O)(=O)Cc2ccc(Cl)c(Cl)c2)cc1	2	-2	2	0	-1	2	4	-0.4	1	-1
O=C(/C=C/c1ccc(Cl)cc1)N1CCN(CCN2C(=O)c3cccc4cccc(c34)C2=O)CC1	-5	1	-1	-1	-1	1	-2	-0.2	-2	31*
CCCCCOc1ccc(NC(=O)CCCC(=O)O)cc1	-1	0	3	-3	2	2	2	-1.8	-3	-2
COc1cc(S(=O)(=O)NCC2(N3CCCCC3)CCCCC2)ccc1NC(C)=O	-7	-2	3	3	-3	-4	7	0.0	-7	0
More results.
SMILES	TCR CD3 inh	HTRA1 inh	NR1D1 modulator	PRMT1 inh	LEDGF integ inh	rCAG binder	MBD2 inh	PG9 Ab binder	mABHD4 FP	UHRF1 binding
Cc1cccc(-c2nc(Nc3cccc(O)c3)c3ccccc3n2)c1	0	-110	-1	-3	3	28	0	0.1	-57	-2
CCCCCC(=O)Nc1ccc(N2CCN(C(=O)CCC)CC2)cc1	3	10	-5	0	-3	-8	2	-2.9	-4	1
COC(=O)c1ccc(NC(=O)CN2CCN(c3cccc(Cl)c3)CC2)cc1	-3	-8	2	4	2	-1	4	-0.8	-5	0
Cc1ccc(C(=O)Nc2ccncc2)c(Cl)c1	6	-2	3	-6	6	0	-5	-1.8	-7	-2
S=c1[nH]nc(C2CC2)n1Cc1ccco1	5	-4	0	2	-4	-4	1	0.9	2	3
CCC(C)(C)NC(=O)CN(Cc1ccc2c(c1)OCO2)C(=O)CCC(=O)Nc1nccs1	-4	5	-10	-1	0	-6	-3	-0.7	6	0
CC1(C)OC(=O)C2=C(CC(CCc3ccccc3)OC2c2ccc(Cl)c(Cl)c2)O1 (stereo not drawn)	-2	·	7	-4	2	6	-4	0.4	-3	-1
Cc1ccccc1-c1nc(CN2CCC(C(=O)NCCCN3CCCC(C)C3)CC2)c(C)o1 (stereo not drawn)	-5	3	-5	-2	1	-8	1	2.2	3	-2
O=C(CN1C(=O)CNC1=O)Nc1cccc(C(F)(F)F)c1	2	4	-1	-1	-1	3	-4	-3.0	2	0
Cc1cc(Br)ccc1NC(=O)CCS(=O)(=O)c1cccc2nonc12	-2	3	6	-3	0	3	2	-2.2	3	-1
Cn1cc(C2CC(c3ccccc3)=NN2C(=O)c2ccccc2)c2ccccc21 (stereo not drawn)	1	-48	-1	0	1	2	3	-1.5	-4	0

Rewritten as labelled records: 3 of the compounds above
CCC(C)(C)NC(=O)CN(Cc1ccc2c(c1)OCO2)C(=O)CCC(=O)Nc1nccs1
  TCR CD3 inh: -4; HTRA1 inh: 5; NR1D1 modulator: -10; PRMT1 inh: -1; LEDGF integ inh: 0; rCAG binder: -6; MBD2 inh: -3; PG9 Ab binder: -0.7; mABHD4 FP: 6; UHRF1 binding: 0
CC1(C)OC(=O)C2=C(CC(CCc3ccccc3)OC2c2ccc(Cl)c(Cl)c2)O1 (stereo not drawn)
  TCR CD3 inh: -2; HTRA1 inh: ·; NR1D1 modulator: 7; PRMT1 inh: -4; LEDGF integ inh: 2; rCAG binder: 6; MBD2 inh: -4; PG9 Ab binder: 0.4; mABHD4 FP: -3; UHRF1 binding: -1
Cc1ccccc1-c1nc(CN2CCC(C(=O)NCCCN3CCCC(C)C3)CC2)c(C)o1 (stereo not drawn)
  TCR CD3 inh: -5; HTRA1 inh: 3; NR1D1 modulator: -5; PRMT1 inh: -2; LEDGF integ inh: 1; rCAG binder: -8; MBD2 inh: 1; PG9 Ab binder: 2.2; mABHD4 FP: 3; UHRF1 binding: -2

Bioassay records deposited in PubChem BioAssay by several laboratories.
